TGFb inhibitor: qHTS for Inhibitors of TGF-b; Potency, µM (top dose mostly 46.1 µM), without a hit: at the top dose activity, negative = inhibition, actives largely listed as inhibitors; AID 588855, 2011; actives 1.2% (n = 410,000); HepG2 CAGA-GFP TGF-b/SMAD3 reporter, GFP fluorescence, 18 h; TGF-beta stimulated, 500 pg/mL final; further: potency means the concentration at half of the fitted maximal effect; on the % scale 0 is the no-effect control and ±100 the full control effect; nearly all actives have a fitted effect of over 65% in size
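First, reporter cells (HEPG2 CAGA-GFP) rested 2 h at 37 degrees C. Next, compounds were pinned in and TGF-beta added to 500 pg/mL final. After 18 h, GFP was imaged per cell and summed per well.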
EPAC2 ag: qHTS for Agonist of cAMP-regulated guanine nucleotide exchange factor 4 (EPAC2): primary screen; Rap guanine nucleotide exchange factor 4 (Homo sapiens), Q8WZA2; EPAC2 activation, biochemical qHTS; response scale: 100% = 6.5 mM cAMP response; Potency, µM (doses to about 154 µM), without a hit: at the top dose activation, usual class: activators; actives 0.079% (n = 360,000); AID 720711, 2013; further: potency means the concentration at half of the fitted maximal effect; nearly all actives have a fitted effect of over 50% in size
Target sequence (Q8WZA2 whole entry, looked up): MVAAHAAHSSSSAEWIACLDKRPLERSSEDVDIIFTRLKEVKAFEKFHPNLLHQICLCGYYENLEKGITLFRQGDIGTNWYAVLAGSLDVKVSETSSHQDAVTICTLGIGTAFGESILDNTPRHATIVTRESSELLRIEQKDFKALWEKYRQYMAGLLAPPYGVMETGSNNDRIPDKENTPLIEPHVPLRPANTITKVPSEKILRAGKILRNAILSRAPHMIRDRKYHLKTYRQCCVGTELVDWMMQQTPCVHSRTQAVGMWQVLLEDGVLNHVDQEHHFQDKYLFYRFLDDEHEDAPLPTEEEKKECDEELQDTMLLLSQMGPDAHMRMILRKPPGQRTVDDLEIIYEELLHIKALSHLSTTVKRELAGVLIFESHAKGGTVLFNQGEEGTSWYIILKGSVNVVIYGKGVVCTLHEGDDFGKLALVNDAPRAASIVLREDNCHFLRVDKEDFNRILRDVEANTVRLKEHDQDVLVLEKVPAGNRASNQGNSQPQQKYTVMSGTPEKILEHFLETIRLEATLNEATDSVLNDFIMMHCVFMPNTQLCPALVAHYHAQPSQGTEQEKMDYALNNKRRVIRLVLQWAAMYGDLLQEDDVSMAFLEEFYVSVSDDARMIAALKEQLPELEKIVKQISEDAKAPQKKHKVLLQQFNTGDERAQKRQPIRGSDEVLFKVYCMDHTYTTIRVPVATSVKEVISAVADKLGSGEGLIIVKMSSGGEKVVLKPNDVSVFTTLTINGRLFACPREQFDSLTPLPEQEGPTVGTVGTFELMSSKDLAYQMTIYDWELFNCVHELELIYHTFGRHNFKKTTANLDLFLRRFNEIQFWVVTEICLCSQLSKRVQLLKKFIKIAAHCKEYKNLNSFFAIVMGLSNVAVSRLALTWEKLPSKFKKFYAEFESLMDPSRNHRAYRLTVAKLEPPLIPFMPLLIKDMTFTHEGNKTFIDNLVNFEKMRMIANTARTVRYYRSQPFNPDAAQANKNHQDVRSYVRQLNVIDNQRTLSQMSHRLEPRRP
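EPAC2 (100 nM) mixed with Rap1B loaded with BODIPY-GDP (250 nM) plus 50 uM unlabeled GDP; compounds pinned in, 5 min RT, then read every 5 min for 30 min (ex 480, em 540 nm). Normalized to cAMP control.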
IL2 activator: qHTS of IL-2 Activators. IL-2 activation reporter assay, cell-based qHTS; stimulated with anti-CD3/CD4/CD28 beads; in transgenic mouse T cells. activation, % (series mostly up to about 46 µM). actives 0.065% (n = 360,000); in the data active means activation above about 50%; inconclusive means mostly about 30% to 49%; further: 0% is about no effect
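Unstimulated transgenic mouse T cells, 750 per well, received compound and, after 60 minutes, anti-CD3/anti-CD4 bead plus anti-CD28 stimulation. EGFP and DsRed were quantified after 18 hours.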
HepG2 viability: qHTS for Inhibitors of TGF-b: Cytotox Counterscreen | actives 0.76% (n = 410,000) | Potency, µM (highest dose often 46.1 µM), inactives show top-dose activity change, negative = cytotoxicity, hits mostly cytotoxic | HepG2 CAGA-GFP viability, ATP luminescence, 18 h; further: potency means the concentration at half of the fitted maximal effect; some results filed as inactive show a strong effect at the top dose
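CellTiter-Glo luminescence gave cytotoxicity after 18 hours at 37 degrees C. The cells were HepG2 CAGA-GFP in 1% FBS DMEM, stimulated with 500 pg/mL TGF-beta after compound addition. %Activity was normalised to no-cell wells (complete cell-killing) and DMSO (no toxicity), and curves were fitted and classified.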
Nrf2 inh: Nrf2 qHTS screen for inhibitors | A549 ARE-Fluc reporter, luciferase luminescence, 18-24 h | Potency, µM (highest dose often 46 µM), inactives show at the highest dose activity change, negative = inhibition, usual class: inhibitors | actives 2.1% (n = 360,000) | AID 504444, 2011; further: potency means the concentration at half of the fitted maximal effect; on the % scale 0 is the no-effect control and ±100 the full control effect; nearly all actives have a fitted effect of over 60% in size
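Cells were seeded and rested 2 h, then exposed to compounds for 18-24 h. CellTiter-Fluor was read first as a viability measure. BugLite was added 15 min before the final luminescent read of ARE-luciferase activity in A549 cells.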
S2 tox: Viability Counterscreen for Primary qHTS for Inhibitors of ATXN expression. Potency, µM (doses to about 56.7 µM), most hits filed as cytotoxic. S2 cells (HEK-293 line with an ATXN2-luciferase reporter) viability, CellTiter-Fluor protease fluorescence, 24 h. actives 0.49% (n = 400,000); further: potency means the concentration at half of the fitted maximal effect; nearly all actives have a fitted effect of over 40% in size
ATXN2 expr inh: Primary qHTS for Inhibitors of ATXN expression; HEK-293 ATXN2-luciferase reporter, luminescence, 24 h; Potency, µM (top dose mostly 57 µM), for the others: at the top dose activity change, negative = inhibition, usual class: inhibitors; actives 0.72% (n = 360,000); further: potency means the concentration at half of the fitted maximal effect; on the % scale 0 is the no-effect control and ±100 the full control effect; nearly all actives have a fitted effect of over 55% in size
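qHTS (up to 57 uM final) was run with 24 h compound exposure of reporter cells at 37 °C. Each well was multiplexed: SteadyGlo luminescence measured ATXN2-luciferase expression after a fluorogenic Gly-Phe-AFC viability readout (25 uM final).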
Nrf2 ARE act: qHTS of Nrf2 Activators; Potency, µM (series often up to 46.1 µM), without a hit: top-dose activation, most hits filed as activators; AREc32 ARE-luciferase reporter (MCF7-derived line), luminescence, 24 h; actives 0.31% (n = 410,000); further: potency means the concentration at half of the fitted maximal effect; % of control where 0% means no effect; nearly all actives have a fitted effect of over 65% in size
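Steps: seed AREc32_Fluc cells (1000/well, 5% FBS OPTI-MEM); incubate overnight at 37 deg C; add 23 nL compound; incubate 24 hr; add Steady-Glo; hold 30 min RT; read luminescence.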
A549 viability: Nrf2 qHTS screen for inhibitors: counterscreen for cytotoxicity; A549 ARE-Fluc cells, CellTiter-Fluor viability, 18-24 h; Potency, µM (series often up to 46 µM), for the others: at the top dose activity change, negative = cytotoxicity, hits mostly inhibitors; actives 0.16% (n = 390,000); AID 504648, 2011; further: potency means the concentration at half of the fitted maximal effect; on the % scale 0 is the no-effect control and ±100 the full control effect
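Cytotoxicity counterscreen: CellTiter-Fluor fluorescence was measured in A549 ARE_Fluc cells after 18-24 h of compound exposure in a concentration series. The subsequent BugLite luminescent read reports ARE-luciferase activity.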
* marks the source's active call; other numbers are inactive results; i = inactive; ? = inconclusive; nt = no result given; [ ] = dose if it differs, or a comment. Unless noted, the call rests on the fitted dose curve; in most records, active means well fitted curve in the direction sought with a large enough effect; inconclusive means small, poorly fitted or top-dose-only effect, or another doubt; inactive means no such curve, though single readings can be large; an effect the other way counts as inactive or inconclusive.

The first two records (preview)
Each structure is followed by: TGFb inhibitor	A549 viability	IL2 activator	HepG2 viability	Nrf2 inh	ATXN2 expr inh	Nrf2 ARE act	S2 tox	EPAC2 ag
> Cc1c(C(=O)N2CCN(c3ccc([N+](=O)[O-])cc3)CC2)sc2ncn(CC(=O)N3CCOCC3)c(=O)c12
  -15%	-5%	0.0	6%	?	-27%	5.1%	i	6%
> Cc1occc1C(=O)N/N=C/C1=C(N2CCOCC2)C(=C\c2ccc(Cl)cc2)/CC1
  16%	1%	1.0	-4%	-5%	-7%	0.1%	i	-13%

The whole of this part (from the top)
Each structure is followed by: TGFb inhibitor	A549 viability	IL2 activator	HepG2 viability	Nrf2 inh	ATXN2 expr inh	Nrf2 ARE act	S2 tox	EPAC2 ag
> Cc1c(C(=O)N2CCN(c3ccc([N+](=O)[O-])cc3)CC2)sc2ncn(CC(=O)N3CCOCC3)c(=O)c12
  -15%	-5%	0.0	6%	?	-27%	5.1%	i	6%
> Cc1occc1C(=O)N/N=C/C1=C(N2CCOCC2)C(=C\c2ccc(Cl)cc2)/CC1
  16%	1%	1.0	-4%	-5%	-7%	0.1%	i	-13%
> Cn1cc(-c2nnnn2-c2ccc(Cl)cc2)c(=O)c2ccccc21
  -6%	-6%	-0.3	7%	-7%	-11%	-0.9%	i	1%
> Cc1ccc(-c2nc(CS(=O)CC(=O)NCCC(C)C)c(C)o2)cc1 (stereo not given)
  -21%	-3%	-3.0	-41%	?	-4%	2.5%	i	7%
> CC(C)C(NC(=O)c1c(F)cccc1F)C(=O)N1CCN(S(=O)(=O)/C=C/c2ccccc2)CC1 (stereo not given)
  -7%	-5%	0.6	1%	-15%	9%	-0.2%	i	5%
> CC1(C)Cc2c(cnn2-c2cccc(F)c2)C(NC(=O)CCN2CCCC2=O)C1 (stereo not given)
  0%	3%	0.0	-16%	2%	14%	-0.1%	i	18%
> CC(C)CNc1nc(Oc2ccc(=O)n(-c3ccccc3)n2)nc(N2CCOCC2)n1
  5%	-5%	1.1	8%	-20%	-4%	0.5%	i	-47%[inhibitor]
> C=CCNC(=O)c1ccc(NC(=O)CC2SC(N3CCCC3)=NC2=O)cc1 (stereo not given)
  2%	2%	2.4	11%	10%	12%	0.2%	i	3%
> COc1ccc(OCc2nnc(SCC(=O)NCc3ccco3)o2)cc1
  0%	-2%	-2.5	-6%	?	3%	-0.1%	i	-2%
> Cc1n[nH]c2c([N+](=O)[O-])c(=O)[nH]c(=O)n12
  6%	-12%	-0.5	-2%	0%	-11%	-0.2%	i	-6%
> CC(C)(C)OC(=O)N[C@@H](Cc1ccccc1)c1nnc(S(=O)(=O)Cc2cccc(F)c2)o1
  11µM*	?	-0.7	-102%	?	?	-2.8%	nt	-25%
> NC(=O)c1ccsc1NC(=O)COC(=O)Cc1n[nH]c(=O)c2ccccc12
  1%	8%	-1.0	-16%	-27%	-4%	-0.1%	i	15%
> Cc1cccc(C2C3=C(Nc4[nH]n(-c5ccccc5)c(=O)c42)c2ccccc2C3=O)c1 (stereo not given)
  -5%	-14%	0.1	-5%	3%	-9%	1.8%	?	-4%
> O=C(Cn1cnc2ccccc2c1=O)c1ccc(Cl)cc1
  -7%	-6%	3.0	-5%	?	nt	5.8%	i	5%
> Nc1nc2c(ncn2[C@@H]2O[C@H](CNC(=O)[C@H](N)Cc3ccccc3)[C@@H](O)[C@H]2O)c(=O)[nH]1
  1%	nt	0.1	23%	nt	1%	0.4%	i	-3%
> CCOC(=O)c1ccc(NC(=O)N2C3CCCC2CC(NC(C)=O)C3)cc1 (stereo not given)
  4%	-18%	2.9	-1%	-11%	-17%	2.0%	nt	3%
> N#Cc1c(-c2ccccc2)nc(N2CCOCC2)[nH]c1=O
  ?	-2%	15	8%	nt	3%	-0.9%	i	0%
> O=S(=O)(Nc1cccc(S(=O)(=O)N2CCOCC2)c1)c1ccc(Cl)s1
  -8%	1%	-2.5	-23%	-20%	2%	-0.1%	i	1%
> COC(=O)c1cc(=O)n(-c2ccccc2)c(=Nc2ccccc2)s1
  18µM*	-18%	-4.4	-60%	?	?	?	?	?
> O=C(/C=C/c1ccc(Cl)cc1)Nc1ccc(S(=O)(=O)Nc2ncccn2)cc1
  -2%	1%	0.5	-17%	-23%	-2%	0.2%	i	4%
> CCCc1nc(NC(C)=O)c(C#N)c(-c2ccco2)c1CC
  -5%	-9%	-1.0	-28%	14%	-5%	?	?	8%
> CC(=O)Nc1ccc(S(=O)(=O)NCCC(=O)N2CCN(C(c3ccccc3)c3ccccc3)CC2)cc1
  -10%	5%	0.8	-29%	-17%	3%	0.6%	i	5%
> CCOc1ccc2c(c1)-c1c(ssc1=S)C(C)(C)N2C(=O)CSC1=NCCS1
  -7%	-15%	0.6	6%	-22%	-10%	5.5%	i	?
> Cc1ncc(S(=O)(=O)c2ccc(Cl)cc2)c(N)n1
  -8%	8%	-3.7	-13%	23%	0%	6.2%	i	11%
> CC1CN(N=Cc2ccc([N+](=O)[O-])o2)C(=N)O1 (stereo not given)
  ?	-17%	-0.7	-41%	-20%	-28%	4.1%	i	7%
> O=C(NCCC1=CCCCC1)c1ccc(Cl)c(S(=O)(=O)N2CCOCC2)c1
  -11%	6%	-2.5	-17%	?	-1%	2.8%	i	13%
> CC1C=Cc2ccccc2N1C(=O)c1ccccc1 (stereo not given)
  -15%	-2%	-0.3	8%	3%	2%	-0.3%	i	7%
> Cc1ccccc1Oc1ccc2c(c1)[C@@H]1C[C@H](N(C)C(=S)Nc3ccc(F)cc3)[C@H]([C@H](C)O)C(=O)N1CC2
  ?	nt	-2.6	-53%	nt	?	-0.6%	?	12%
> O=C(c1cccs1)n1cc(C(=S)N2CCOCC2)c2ccccc21
  ?	-8%	-1.9	6%	1%	nt	-0.4%	nt	8%
> O=c1[nH]c2ccccc2c(=O)c2ccccc12
  -2%	nt	-2.4	-4%	nt	nt	0.8%	i	11%
> CC1(C)C(C=C(Cl)Cl)C1C(=O)N(Cc1ccc(Cl)cc1)C1CCS(=O)(=O)C1 (stereo not given)
  ?	?	0.2	1%	?	-2%	5.9%	i	6%
> Cc1cccc2c(=O)c(-c3ccc(Cl)cc3)c(NC(=O)c3ccco3)oc12
  -3%	-12%	-0.6	-3%	5%	-6%	?	?	5%
> Cc1ccc2oc(C(=O)Nc3cccc(Cl)c3)cc(=O)c2c1
  0%	-1%	nt	0%	-7%	9%	0.5%	i	nt
> C[C@@H]1CN(C(=O)c2nc3ccc(Cl)cn3c2CN[C@H]2CCCCNC2=O)C[C@H](C)O1
  6%	5%	0.5	-4%	13%	-2%	-1.5%	i	9%
> O=C(Nc1cccc(S(=O)(=O)N2CCOCC2)c1)c1ccco1
  12%	1%	0.9	3%	6%	5%	2.9%	i	-5%
> CC(=O)c1cc2c(cc1NS(=O)(=O)c1ccccc1F)OCO2
  7%	-3%	-2.7	4%	-12%	nt	-0.1%	i	-11%
> CCC(=O)c1c[nH]c(C(=O)NCC2CCCO2)c1 (stereo not given)
  11%	-1%	-0.4	-8%	nt	-4%	0.2%	i	5%
> CCOC(=O)c1cccc(NC(=O)CCCn2c(C)c3cnn(-c4ccccc4)c(=O)c3c2C)c1
  ?	1%	nt	-40%	-2%	0%	5.3%	i	nt
> CCOCCCNC(=O)NC(CCC(C)C)c1c(-n2cccc2)sc2c1CCN(C)C2 (stereo not given)
  7%	-2%	nt	-1%	?	nt	0.0%	nt	nt
> COc1cc(/C=C(\C#N)c2[nH]nc(N)c2C#N)cc(OC)c1O
  ?	-14%	4.9	-22%	-15%	15%	0.3%	?	-5%
> CC(Cc1ccccc1)C(=O)N(C)Cc1ccccc1 (stereo not given)
  18%	9%	-1.6	8%	-4%	-5%	-0.9%	i	3%
> Cc1ccc(N(CC(=O)NC(C)(C)C)C(=O)CNC(=O)c2cccs2)c(C)c1
  -1%	-1%	-0.6	-1%	0%	4%	2.3%	i	7%
> Cc1ccc(Nc2nc3c(S(=O)(=O)c4ccccc4)nnn3c3ccsc23)c(C)c1
  21%	11%	nt	-12%	-1%	nt	-0.7%	nt	nt
> CCCC(=O)Nc1ccc(C(=O)NCC2CCCO2)cc1 (stereo not given)
  0%	-13%	0.0	0%	6%	nt	-0.1%	nt	-4%
> Cc1cccc(NC(=O)c2ccoc2C)n1
  17%	6%	-0.2	-1%	nt	15%	2.6%	i	11%
> COc1ccc(-n2c(SCC(=O)Nc3cc(C)on3)nc3c([nH]c4ccccc43)c2=O)cc1OC
  15%	-15%	-1.1	-24%	5%	7%	2.9%	i	-5%
> Cc1ccc2nc(SCc3nc4c(cnn4-c4ccccc4)c(=O)[nH]3)[nH]c2c1
  -19%	-24%	0.3	-22%	?	-23%	5.0%	i	-2%
> CC(C)c1ccc(NC(=O)CSc2n[nH]c(=O)n2-c2ccc3c(c2)OCCO3)cc1
  0%	1%	-0.7	-16%	?	-14%	-0.8%	i	8%
> O=C(c1ccco1)N1CCN(Cc2nnc(-c3cccc(Cl)c3)o2)CC1
  2%	7%	-0.1	1%	-12%	-2%	1.7%	i	1%
> COc1ccccc1CNC(=O)C1(NC(=O)Nc2ccc(C)cc2)CCCCC1
  -35%	?	-2.7	-21%	?	nt	1.3%	i	0%
> CN(C)c1ccc(C=Nc2ccccc2C(N)=O)cc1
  -7%	-9%	1.3	-48%	11%	?	-2.3%	i	5%
> CC1(C2CC(C(F)(F)F)n3nc(C(=O)O)cc3N2)CC1 (stereo not given)
  36%[activator]	1%	0.4	22%	-4%	-11%[11.3 µM]	0.4%	i	15%
> N#Cc1c(NC(=O)COC(=O)c2ccc(F)cc2)sc2c1CCC2
  -4%	-14%[1.84 µM]	-1.3	-4%	?	-15%	0.0%	i	-6%

High-throughput results deposited in PubChem by National Center for Advancing Translational Sciences (NCATS).
